High-throughput results deposited in PubChem BioAssay by Southern Research Specialized Biocontainment Screening Center.
Salmonella PhoP GFP: PhoP regulon inhibitors, Salmonella typhi PhoP promoter GFP reporter, confirmatory (AID 1850) | inhibition, % at 50 µM, or IC50 in µM where a hit was titrated | 310,000 compounds, 0.33% hits | Salmonella Typhi PhoP-promoter GFP reporter, fluorescence, 4 h; higher % means a stronger effect; in the data active = a potency from the dose series; inconclusive = inhibition mostly from about 25% at the one dose, without a potency; inactive = the rest, 99 in 100 with inhibition below about 19%;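 also: 0% = induced wells with vehicle and 100% = uninduced wells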
M. tuberculosis: growth inhibition of non-replicating M. tuberculosis (AID 488890) | Mycobacterium tuberculosis non-replicating, growth inhibition; higher % means a stronger effect | inhibition, % at 25 µM; hits with a dose series show IC50 in µM | 320,000 compounds, 0.39% hits; in the data active = a potency from the dose series; inconclusive = inhibition mostly from about 82% at the one dose, without a potency; inactive = the rest, 99 in 100 with inhibition below about 76%;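 also: plate controls were DMSO cells for no effect and high antibiotic wells for full effect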
influenza NS1A: H1N1 influenza NS1A inhibitors, functional cell based assay (AID 504329) | 340,000 compounds, 0.3% hits | NS1A functional cell-based assay, percent inhibition; higher % means a stronger effect | inhibition, % at 12.5 µM; hits with a dose series show IC50 in µM; in the data active = a potency from the dose series; inconclusive = inhibition above about 27% without an active follow-up result; also: strong numbers were not always called active
M. tuberculosis HTS: M. tuberculosis growth inhibition, HTS (AID 449762). M. tuberculosis H37Rv growth inhibition, 7H9 media; higher % means a stronger effect. inhibition, % at 25 µM, or IC50 in µM where a hit was titrated. 330,000 compounds, 0.59% hits; in the data active = a potency from the dose series; inconclusive = inhibition above about 70% without an active follow-up result;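 also: bacterial growth assessed after seven days of incubation; strong numbers were not always called active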
VEEV TC-83 Vero: inhibitors of VEEV TC-83 cytopathic effect, confirmation, Vero cells (AID 588727); Vero cells, VEEV TC-83 cytopathic effect inhibition; higher % means a stronger effect; inhibition, % at 20 µM; hits with a dose series show IC50 in µM; 350,000 compounds, 0.13% hits; in the data active = a potency from the dose series; inconclusive = inhibition mostly from about 14% at the one dose, without a potency; inactive = the rest, 99 in 100 with inhibition below about 12%; also: strong numbers were not always called active
VEEV TC-83 Vero 10K pilot screen: further read-out of VEEV TC-83 Vero, marked with its call; inhibition, %; measured here: 10K pilot screen inhibition
Numbers without * were called inactive; i = inactive; u = inconclusive; x = not tested or not shown.

SMILES | Salmonella PhoP GFP | M. tuberculosis | influenza NS1A | M. tuberculosis HTS | VEEV TC-83 Vero | others
O=C(CC1C(=O)NCCN1Cc1ccccc1C(F)(F)F)NC1CCCCCC1 (stereo unspecified) | -3% | 6% | 2% | 1% | 2.1%
COc1ccc(N(C)S(=O)(=O)c2ccc(Cl)c(C(=O)NCCc3ccc(Cl)cc3)c2)cc1 | -1% | 27% | 2% | 4% | 6.6%
NC(=O)C1CCN(C(=O)COc2ccc3c4c(c(=O)oc3c2)CCCC4)CC1 | 7% | -24% | 1% | -12% | 0.9%
NC(=O)NC(=O)Nc1ccccc1Cl | 4% | -22% | -9% | -7% | 2.4%
Cc1cc(C)cc(N2Cc3ccccc3C2)c1 | 6% | 45% | 0% | -2% | 0.9%
CC1(C)CC(=O)C(C#N)=C(NCCCO)C1 | 2% | -17% | 2% | -10% | i
Cc1ccc(SC[C@H](c2ccccc2)N2CCN(CC(C)C)CCC2=O)cc1 | x | x | 4% | x | i
Cc1cc(/C=C(\C#N)C(=O)NCc2ccco2)c(C)n1-c1ccc(C(=O)O)cc1 | -4% | 11% | -16% | 5% | 1.6%
O=C(CN1C(=O)c2cccc3cccc1c23)Nc1ccc(S(=O)(=O)N2CCOCC2)cc1 | -6% | 16% | -25% | 4% | 2.4%
CCN(C(=O)COc1ccccc1C(=O)NCc1ccccc1)C1CCS(=O)(=O)C1 (stereo unspecified) | x | 12% | 0% | -4% | 4.0%
Cc1cccc(C(C)C)c1NC(=O)c1ccc(CN(c2ccccc2)S(=O)(=O)c2ccccc2)cc1 | -3% | 19% | 3% | -1% | 0.5%
CCOc1cc(/C=N/NC(=O)c2c(-c3ccccc3)noc2C)ccc1O | -3% | 16% | 4% | -10% | 0.1% | VEEV TC-83 Vero 10K pilot screen=0.3
Cc1cccc(OCCC(=O)NCC(=O)Nc2c(C)cccc2C)c1 | -3% | 10% | -12% | 5% | 1.1%
Cn1nc([N+](=O)[O-])nc1Oc1ccccc1 | 0% | -11% | 2% | 2% | i
COc1ccccc1NC(=O)Cc1ccsc1 | -1% | 2% | -3% | 5% | 3.6%
CCc1noc(C)c1C(=O)OC(C)C(=O)NCc1ccc(OC)cc1 (stereo unspecified) | x | 10% | -18% | 3% | 3.5%
CCC1(C(=O)c2ccccc2)C2c3ccccc3OC(=O)C21C(C)=O (stereo unspecified) | 11% | 1% | x | 1% | 1.1%
O=C1COc2ccc(S(=O)(=O)N3CCN(c4cccc(C(F)(F)F)c4)CC3)cc2N1 | -15% | -6% | 5% | -8% | 2.0%
Cc1onc(-c2ccccc2)c1C(=O)NC(=S)NNC(=O)c1ccc(O)cc1O | 0% | -21% | 11µM* | 10% | 12%
Cc1ccsc1/C=N/Nc1nc(Cl)c(Cl)cc1Cl | 12% | 4% | 16% | -7% | 2.1%
O=c1[nH]c2ccccc2nc1-c1cccs1 | 5% | 0% | 3% | -7% | 7.3%
COc1ccccc1N1CCN(C(c2ccccc2Cl)c2nnnn2C(C)(C)C)CC1 (stereo unspecified) | -1% | 55% | 11% | 16% | 2.2%
Cc1ccc(SCC(=O)Nc2nnc(C(C)(C)C)s2)cc1 | 6% | -1% | 3% | 1% | 0.2%
Cc1c(Cl)cnc(NC(=O)COC(=O)C2CC3CCCC(C2)C3=O)c1Cl (stereo unspecified) | x | -7% | -17% | -2% | 8.9%
C=CCn1nc2ccccc2c1OC | -7% | -6% | 7% | -3% | i | VEEV TC-83 Vero 10K pilot screen=0.7
CCN(c1ccc2c(c1)OCO2)S(=O)(=O)c1cc(Br)cc2c1N(C(C)=O)CC2 | 8% | 22% | 7% | 3% | 7.7%
CC(C)N1CCN(Cc2ccc(C#CC(C)(C)O)cc2)CC1CCO (stereo unspecified) | 4% | 1% | 0% | -4% | 0.1%
COc1ccc(NC(=O)Nc2ccc3c(c2)C(=O)N([C@H](C)CO)C[C@H](C)[C@@H](CN(C)C(=O)Nc2ccc(C(F)(F)F)cc2)O3)cc1 | x | 18% | 4% | -1% | 4.6% | VEEV TC-83 Vero 10K pilot screen=3.1
Cc1cc(NC(=O)c2cnn3cccnc23)no1 | 0% | 6% | -3% | -10% | 0.3%
O=C(/C=C/c1ccc2c(c1)OCO2)NCCSCc1c(Cl)cccc1Cl | -7% | 33% | 1% | 3% | 0.2%

Reprinted at random: 3 records from the list, in no set order.
SMILES | Salmonella PhoP GFP | M. tuberculosis | influenza NS1A | M. tuberculosis HTS | VEEV TC-83 Vero | others
NC(=O)NC(=O)Nc1ccccc1Cl | 4% | -22% | -9% | -7% | 2.4%
Cc1cc(C)cc(N2Cc3ccccc3C2)c1 | 6% | 45% | 0% | -2% | 0.9%
Cc1onc(-c2ccccc2)c1C(=O)NC(=S)NNC(=O)c1ccc(O)cc1O | 0% | -21% | 11µM* | 10% | 12%

Next compounds follow:
SMILES | Salmonella PhoP GFP | M. tuberculosis | influenza NS1A | M. tuberculosis HTS | VEEV TC-83 Vero | others
Cc1cc2c(cc1C)N[C@]1(C[C@H]3CCCC(=O)N4CC[C@@H](C1)[C@@H]34)C(=NC(C)(C)CC(C)(C)C)N2 | x | x | 18% | x | 0.2%
CC(C)[C@@H](NC(=O)OC(C)(C)C)C(=O)NCC1CCC(C(=O)N[C@@H](Cc2ccccc2)C(=O)O)CC1 (stereo partly specified) | 3% | -9% | -8% | 2% | 0.6%
COc1cc(C)c(C)cc1S(=O)(=O)N1CCN(Cc2ccc3c(c2)OCO3)CC1 | 9% | 7% | 3% | -5% | 0.7%
Cc1cc(C)c2sc(N(CCN(C)C)C(=O)c3cc(Cl)sc3Cl)nc2c1 | 11% | 8% | -12% | -2% | 0.8%
CC(C)c1ccc(Nc2nc(NCc3ccco3)nc(N3CCOCC3)n2)cc1 | -8% | 46% | 6% | u | 6.5%
c1ccc(Cn2nnc3c(N4CCCCCC4)ncnc32)cc1 | x | x | 32% | -4% | 4.8%
CCCCNC(=O)c1ccc(NC(C)=O)c(Cl)c1 | 3% | -2% | -6% | 4% | 0.8%
CCOC(=O)C(C)n1cnc2scc(-c3ccc(C)c(C)c3)c2c1=O (stereo unspecified) | 1% | u | -3% | -8% | 2.6%
CCOC(=O)Cn1nnnc1CN1CCN(c2ccc(OC)cc2)CC1 | -9% | -2% | -23% | -3% | 0.2%
CN(CC(=O)O)S(=O)(=O)c1ccc2[nH]c(=O)c(=O)[nH]c2c1 | 0% | -3% | -13% | 1% | 7.4%
CC1(OC(=O)CCc2ccccc2)C(=O)C=C2C=C(C3CC3)OC=C2C1=O (stereo unspecified) | -3% | 2% | x | 5% | x
O=C(NCc1ccccn1)C(=O)Nc1ccccc1 | 4% | 6% | -10% | -10% | i
CC(/C=N/NC(=O)COc1ccccc1C)=N\NC(=O)COc1ccccc1C | 1% | 21% | 0% | 1% | i
CN(C)C(CNC(=O)c1cccc(S(=O)(=O)Nc2ccccc2Cl)c1)c1ccco1 (stereo unspecified) | x | 32% | -15% | -12% | 2.5%
CCCc1cc(-c2n[nH]c(=S)n2Cc2ccccc2)cs1 | -1% | -8% | -1% | 4% | i
COc1ccc(CCNC(=O)COC(=O)c2cc(=O)c3ccccc3o2)cc1 | x | -5% | 5% | -9% | 0.3%
C1CCN(Cc2nnnn2CC2CCCO2)CC1 (stereo unspecified) | -1% | -6% | -27% | 0% | i
CCCC(C(=O)NCc1ccccc1)N(C(=O)Cn1nnc(-c2cccs2)n1)c1ccc2c(c1)OCCO2 (stereo unspecified) | 3% | 21% | 9% | -2% | i
COc1ccc(C(=O)CSc2ccc3nnc(-c4cccnc4)n3n2)cc1 | 2% | -22% | 3% | 2% | 0.4%
O=C1CCCc2c1[nH]c1ccc(CN3CCCCC3)cc21 | -2% | -6% | 3% | -3% | 3.3%
CCOc1ccccc1NC(=O)C1CCCN(S(=O)(=O)c2ccc(-n3cnnn3)cc2)C1 (stereo unspecified) | 9% | -3% | 3% | 1% | 0.2%
C/C=C/C1=CC(=O)C[C@H](c2ccc3c(c2)OCO3)C1 | x | 25% | 4% | 3% | 0.7%
Cc1ccc(C(=O)OCC(=O)Nc2cc(C(C)(C)C)nn2-c2ccccc2)c(O)c1 | 0% | -23% | 3% | -14% | 8.7%
Cn1c(SCC(=O)N2CCCCC2)nc2cccnc21 | -8% | 39% | 12% | 4% | i
COc1ccc(CCN(C)CCC(=O)Nc2cccc(C)c2)cc1OC | -2% | 1% | -1% | -4% | i
CCN(CC)C(=O)C1CCN(Cc2cn(C)nc2-c2ccc(Oc3ccccc3)cc2)CC1 | -3% | 29% | -5% | 12% | i
O=C(Nc1ccc(Cl)cn1)c1ccc(-c2cc(Cl)ccc2Cl)o1 | -7% | 33% | -1% | -8% | i
Cc1ccc(Nc2cc(C)nn2-c2nc(C)cc(C)n2)cc1 | 6% | u | -4% | u | i
O=C1c2ccccc2NC(c2cc(Cl)cc(Cl)c2O)N1Cc1cccnc1 (stereo unspecified) | 13% | 0% | -15% | -2% | 0.7%
O=c1[nH]c(=S)[nH]cc1Oc1ccc(Cl)cc1Cl | x | x | 19% | x | 0.1%
COc1ccc(NC(=O)CSc2ccc3nnc(-c4cccnc4)n3n2)cc1 | -4% | -8% | -5% | 4% | 4.2%
COCCNC(=O)C(c1ccc(C)o1)N(CCOC)C(=O)Cn1nnc2ccccc21 (stereo unspecified) | -1% | -21% | 1% | -12% | 0.0%
COc1ccc(/C=C2/SC(=O)N(NS(=O)(=O)c3ccccc3)C2=S)cc1OC | -18% | 1% | 2% | -2% | i
COc1ccc(C(=O)c2ccc(Cl)cc2Cl)cc1 | 0% | 5% | 5% | 5% | 5.4%
Cc1c(Cl)cccc1NC(=S)N(CCCN1CCOCC1)Cc1ccco1 | -4% | 26% | 7% | 9% | 2.1%
O=C(CCNS(=O)(=O)c1cccc2nsnc12)NCCC1=CCCCC1 | -15% | 12% | -3% | -7% | 1.4%
CCCc1c(C(=O)N/N=C/c2sccc2C)nnn1-c1nonc1N | -3% | 8% | 5% | 25% | 2.9%
Cc1nc(/N=C(\N)NC(=O)c2ccccc2)nc2ccccc12 | -15% | x | -2% | 6% | 0.2%
O=C(N[C@H]1CCC(=O)N([C@H](CSc2ccc(Br)cc2)Cc2ccccc2)CC1)OCc1ccccc1 | x | 34% | -10% | 0% | i
Cc1nn(-c2cc(N3CCNCC3)ccc2[N+](=O)[O-])c(=O)c2ccccc12 | 10% | -6% | 19% | 0% | i
CCc1ccc(C(=O)N/N=C/c2cccc3ccccc23)nc1 | -3% | u | -1% | 1% | 1.0%
COC(=O)[C@@H](NC(=O)c1cc(COc2cncc(Cl)c2)on1)c1ccccc1 | -3% | 5.6µM* | -6% | 1.2µM* | 2.1%
Cc1cc(NC(=O)c2ccccc2)n(C(C)(C)C)n1 | 10% | -7% | x | -2% | 0.7%
COc1ccc2[nH]c(=O)c(CN(CCN(C)C)C(=O)NCc3ccccc3)cc2c1 | -3% | 8% | -5% | 10% | 0.2%
C[C@H](O)[C@H](O)[C@H]1CNc2nc(N)[nH]c(=O)c2N1 | -13% | 7% | 1% | 98% | 0.1%
COc1ccccc1CCNC(=O)CCCn1nc(C)c2c(C)n(-c3ccc(C)cc3)nc2c1=O | -4% | 15% | 5% | 2% | 0.8%
CCc1nnc(NC(=O)CN2CCN(c3nc(-c4ccccc4)cs3)CC2)s1 | -7% | 53% | 4% | 46µM* | i
COCC(=O)Nc1ncc(S(=O)(=O)c2ccc([N+](=O)[O-])cc2)s1 | -2% | 21% | -6% | -2% | 0.1%
O=C(Nc1ccc(N2CCOCC2)c(S(=O)(=O)Nc2ccc(Cl)cc2)c1)c1cnccn1 | -1% | 74% | 17% | 54% | 2.9%
COc1ccc(C2CC(c3ccc(F)cc3)Nc3nc(N)nn32)cc1 (stereo unspecified) | 2% | -15% | 1% | -3% | 0.7%
Nc1nc(NCc2ccco2)nc(N2CCCCCC2)c1[N+](=O)[O-] | 1% | 18% | 6% | 5% | 7.2%
CCOC(=O)C1CCCN(C(=O)c2cc(-c3ccc(C)cc3)nc3ccccc23)C1 (stereo unspecified) | -2% | 32% | -3% | 6% | 4.7%

3 compounds already listed, ordered by molecular weight, high to low:
SMILES | Salmonella PhoP GFP | M. tuberculosis | influenza NS1A | M. tuberculosis HTS | VEEV TC-83 Vero | others
CC(C)c1ccc(Nc2nc(NCc3ccco3)nc(N3CCOCC3)n2)cc1 | -8% | 46% | 6% | u | 6.5%
CCCc1cc(-c2n[nH]c(=S)n2Cc2ccccc2)cs1 | -1% | -8% | -1% | 4% | i
NC(=O)NC(=O)Nc1ccccc1Cl | 4% | -22% | -9% | -7% | 2.4%
